m-calpain inh – inhibitors of pig calpain II. purified calpain II, fluorogenic peptide substrate, 30 min. inhibition, % at 16 µM. 220,000 tested, 0.37% active;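 active = inhibition above about 50%, limit read from the data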
Ba/F3 V617F tox – reduce viability of Ba/F3 cells dependent on JAK2V617F; Ba/F3 EpoR-JAK2V617F viability, ATP luminescence; inhibition, % at 5.6 µM; 220,000 tested, 1.1% active; AID 1446;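 active = inhibition above the campaign mean plus 3 SD over all tested compounds, cut at about 24% in these data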;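 note: cytokine-independent growth of Ba/F3 cells driven by EpoR plus mutant JAK2; 0% = DMSO-treated cells and 100% = JAK inhibitor I control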
PERK inhibitor – human PERK inhibition, primary cell-based screen | Q9NZJ5 | CHO PERK-DD fusion, SEAP luminescence translation reporter | inhibition, % at 5.6 µM | 220,000 tested, 0.17% active | AID 1416;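 active = inhibition above the mean inhibition of all tested compounds plus 3 SD, set separately per screening campaign, cut at about 2.9% in these data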;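 note: PERK kinase domain activated by AP20187 dimerizer at 100 nM; 0% = DMSO with dimerizer and 100% = rapamycin at 8.4 µM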
Target sequence (Q9NZJ5 whole entry, looked up, the tested form may be a part): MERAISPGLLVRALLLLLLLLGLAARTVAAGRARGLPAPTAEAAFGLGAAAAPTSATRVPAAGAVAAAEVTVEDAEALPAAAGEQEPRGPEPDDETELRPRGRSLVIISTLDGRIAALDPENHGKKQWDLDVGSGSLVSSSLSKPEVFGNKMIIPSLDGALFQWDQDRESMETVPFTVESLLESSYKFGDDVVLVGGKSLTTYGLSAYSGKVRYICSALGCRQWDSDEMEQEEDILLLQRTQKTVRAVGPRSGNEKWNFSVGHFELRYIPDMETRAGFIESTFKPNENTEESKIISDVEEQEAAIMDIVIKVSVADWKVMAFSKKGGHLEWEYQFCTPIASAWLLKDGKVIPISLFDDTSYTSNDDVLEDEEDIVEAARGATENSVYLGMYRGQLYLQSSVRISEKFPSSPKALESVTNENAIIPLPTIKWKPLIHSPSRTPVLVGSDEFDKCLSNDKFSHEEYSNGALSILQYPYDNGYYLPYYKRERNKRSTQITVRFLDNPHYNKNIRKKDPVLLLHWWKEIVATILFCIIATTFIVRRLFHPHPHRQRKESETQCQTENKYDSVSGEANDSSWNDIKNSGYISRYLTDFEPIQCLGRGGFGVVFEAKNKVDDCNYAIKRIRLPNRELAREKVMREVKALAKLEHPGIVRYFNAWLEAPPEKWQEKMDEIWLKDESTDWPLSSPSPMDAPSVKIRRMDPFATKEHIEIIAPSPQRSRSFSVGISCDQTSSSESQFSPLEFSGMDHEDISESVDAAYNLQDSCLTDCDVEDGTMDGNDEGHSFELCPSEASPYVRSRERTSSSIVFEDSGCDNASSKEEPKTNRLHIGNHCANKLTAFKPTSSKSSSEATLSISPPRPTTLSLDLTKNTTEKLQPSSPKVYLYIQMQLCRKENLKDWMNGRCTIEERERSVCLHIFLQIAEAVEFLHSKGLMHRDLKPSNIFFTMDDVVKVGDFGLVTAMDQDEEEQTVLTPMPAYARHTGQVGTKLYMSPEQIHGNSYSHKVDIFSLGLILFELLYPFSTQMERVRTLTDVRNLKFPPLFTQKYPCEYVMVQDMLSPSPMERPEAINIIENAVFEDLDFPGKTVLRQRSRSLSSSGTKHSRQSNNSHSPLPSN
S1P4 antag – blocks the human S1P4 receptor; inhibition, % at 4.98 µM; 220,000 tested, 0.26% active; AID 1510; S1P4-expressing cells, antagonist mode, reporter read-out; O95977; in the data active = inhibition above about 29%;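 note: 0% = wells stimulated with agonist and 100% = vehicle wells without agonist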
BaF3 parental – parental Ba/F3 viability inhibition as JAK2V617F counter-screen. CellTiter-Glo ATP luminescence. inhibition, % at 5.6 µM. 220,000 tested, 1.1% active. AID 1486;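 active = inhibition above a per-campaign cutoff, the mean inhibition of all tested compounds plus 3 SD, cut at about 27% in these data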;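 note: 0% = DMSO wells and 100% = JAK Inhibitor I control wells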
S1P4 ag – human S1P4 receptor agonism; O95977; S1P4-expressing cell line, agonist reporter assay; activation, % at 4.98 µM; 220,000 tested, 0.35% active; AID 1509; in the data active = activation above about 11%;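 note: 0% = DMSO vehicle and 100% = reference agonist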
zfTRPN1 agonist – agonists of zebrafish TRPN1 channel; 220,000 tested, 0.18% active; AID 1424; activation, % at 3 µM; HEK293 zebrafish TRPN1-YFP, Fluo-8 calcium fluorescence; 100% = response to 87 µM carbachol;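 active = activation above its plate's cutoff, the mean activation of test wells on that plate plus 3 SD, cut at about 19% in these data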;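 note: 0% = DMSO alone and 100% = 87 µM carbachol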
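Material: zebrafish TRPN1-YFP in HEK293 cells; Doses: single test compound dose, 3 µM nominal, 0.3% DMSO; Timing: dye loading 1 h at 37 °C, then 30 min room temperature; Technique: intracellular calcium fluorescence with Fluo-8; Benchmarks: high carbachol 87 µM, low DMSO alone.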
TRPML3 ag – agonists of human TRPML3 channel | HEK293 TRPML3-YFP, Fluo-8 calcium fluorescence; 100% = the carbachol control signal | Q8TDD5 | AID 1448 | 220,000 tested, 0.29% active | activation, % at 3 µM;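 active = activation above its plate's cutoff, the mean activation of the plate's test wells plus 3 SD, cut at about 12% in these data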;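 note: 0% = DMSO only wells and 100% = carbachol wells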
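system = HEK293 cells stably carrying human TRPML3-YFP | doses = one concentration, 3 µM nominal, 0.3% DMSO | timing = dye loading 1 h 37 °C then 30 min ambient, 125 s read | detection = Fluo-8 calcium dye fluorescence, ex 470-495, em 515-575 nm | benchmarks = high control carbachol 87 µM, low control DMSO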
EP2 modulator – EP2 receptor (human) modulation; P43116; induction, % at 25 µM; EP2-expressing cells, cAMP HTRF FRET, PGE2 co-stimulation; 260,000 tested, 0.83% active;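 active = compounds whose cAMP rise, as percent of the full-agonist control response, exceeds 60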;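 note: rat C6 glioma line stably carrying human EP2 under a CMV promoter; the protocol text gives 20 µM as final concentration; 100% = response of wells given 1 µM PGE2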
Numbers without * were called inactive; nt = not tested or not shown; & = joins results of further samples. Compounds were not picked by outcome; overall some 3.6% were active at least once.

Second line of a record: m-calpain inh	S1P4 antag	BaF3 parental	PERK inhibitor	TRPML3 ag	zfTRPN1 agonist	Ba/F3 V617F tox	EP2 modulator	S1P4 ag
CCCCCC1CC(=O)N(Cc2ccc(Cl)cc2)C(=O)N1 (configuration not stated)
    31	-20	-2	-0.5	-0.7	0.5	-5	9	-1.8
O=C(NCCCN1CCOCC1)C(=O)NCc1ccccc1Cl
    -28	-27	0	-0.5	0.6	1.2	-3	2	1.6
O=C(CCCCCn1c(=O)[nH]c2ccsc2c1=O)N1CCCCC1
    1	-19	4	-0.8	0.2	1.0	1	36	1.3
O=C1Nc2ccccc2C12OCCCCO2
    -2	-18	-2	0.5	0.8	0.2	-4	-13	-0.8
O=[N+]([O-])c1[nH]cnc1/C=C/c1ccccc1
    3	4	0	0.1	0.8	1.0	-2	-54	2.3
CC1(C)CC(=O)C2=C(C1)N(c1ccc(F)cc1)C(N)=C(C#N)C2c1cccs1 (configuration not stated)
    -104	-18	3	-0.3	-1.0	-0.7	1	-18	0.2
COc1ccc2c(c1)C1CC(C)(NC(=O)C1C(=O)c1ccccc1)O2 (configuration not stated)
    18	-9	8	-1.3	-0.8	1.1	0	5	-0.7
CCOc1ccccc1N(CC(=O)NCc1ccccc1)C(=O)CCC(=O)Nc1cc(C)ccn1
    7	-10	5	-0.9	-0.8	-1.0	1	17	0.3
Cn1cnnc1SCC(=O)NN(c1ccccc1)c1ccccc1
    17	-7	1	-0.1	0.3	-1.1	2	19	-0.3
O=C(Cn1cnc2c(nnn2Cc2ccc(F)cc2)c1=O)N1CCN(c2ccccc2)CC1
    23	-12	5	-1.3	1.1	0.7	4	12	-1.3
NCc1oc(-c2ccccc2)cc1C(=O)O
    9	2	7	0.4	0.1	0.9	1	2	-1.8
Cc1nc2ccccc2c(=O)n1Cc1ccco1
    -15	6	-1	0.9	0.7	2.1	-2	-21	-0.3
COC(=O)Cc1ccc(NC(=S)NCc2cccc(OC)c2)cc1
    -9	-8	4	0.8	-0.4	-0.4	0	-12	-1.0
COC(=O)c1ccc(NC(=S)NCCC2=CCCCC2)cc1
    16	-7	4	0.5	3.0	8.3	0	-7	1.4
COc1ccccc1Nc1nc(N)nc(CN(C)C2CCCCC2)n1
    10	20	0	-0.8	-0.5	-0.5	-4	-8	0.5
O=C(NCCCN1CCOCC1)c1sc2cc(Cl)ccc2c1Cl
    -29	-20	5	-0.4	1.6	1.4	1	-69	1.3
CS(=O)(=O)N(CC(=O)Nc1ccccc1)Cc1ccc(Cl)cc1
    -5	14	2	0.0	0.5	-0.1	-1	5	-3.8
COc1cccc(NC(=S)N2CCN(Cc3ccccc3)CC2)c1
    -4	-10	3	0.8	0.5	0.3	-4	-2	0.0
CC1CCC(NC(=O)CCNC(=O)c2ccccc2)CC1 (configuration not stated)
    21	-10	-3	0.6	-1.1	-1.3	-2	-18	1.2
N/C(=N\OC(=O)CCCN1C(=O)c2ccccc2C1=O)c1ccc(Br)cc1
    nt	-14	3	1.2	-0.3	0.5	-5	nt	1.6

2 of the compounds above, field by field.
O=C(NCCCN1CCOCC1)C(=O)NCc1ccccc1Cl
  m-calpain inh = -28 | S1P4 antag = -27 | BaF3 parental = 0 | PERK inhibitor = -0.5 | TRPML3 ag = 0.6 | zfTRPN1 agonist = 1.2 | Ba/F3 V617F tox = -3 | EP2 modulator = 2 | S1P4 ag = 1.6

O=[N+]([O-])c1[nH]cnc1/C=C/c1ccccc1
  m-calpain inh = 3 | S1P4 antag = 4 | BaF3 parental = 0 | PERK inhibitor = 0.1 | TRPML3 ag = 0.8 | zfTRPN1 agonist = 1.0 | Ba/F3 V617F tox = -2 | EP2 modulator = -54 | S1P4 ag = 2.3

(more compounds)
Second line of a record: m-calpain inh	S1P4 antag	BaF3 parental	PERK inhibitor	TRPML3 ag	zfTRPN1 agonist	Ba/F3 V617F tox	EP2 modulator	S1P4 ag
COc1cc(NC(=O)c2ccc(COc3ccccc3Br)o2)cc(OC)c1OC
    -77	-21	6	-1.1	-0.9	-1.2	-3	-26	-3.7
CCCCCCCN1N=C(C)C(C(=O)c2ccccc2)C1=O (configuration not stated)
    -7	-11	2	0.2	0.3	-1.3	-4	28	-2.4
Cc1cc(Cl)ccc1OCC(=O)N[C@@H](Cc1ccccc1)c1nc2ccccc2[nH]1
    -14	-10	7	-0.7	0.3	1.8	1	21	1.6
Cc1nnc(SCC(=O)N(CC(C)C)c2c(N)n(CC(C)C)c(=O)[nH]c2=O)n1-c1ccccc1
    11	3	4	-0.2	-0.1	0.5	0	9	2.2
Fc1ccc(N2CCN(/C=C/c3nnnn3-c3ccccc3)CC2)cc1
    39	-14	5	-0.2	0.5	1.4	3	3	1.2
COc1ccccc1NS(=O)(=O)c1cc(NC(=O)CNC(=O)c2cc(C)cc(C)c2)ccc1C
    -59	7	4	-0.1	0.6	1.2	-2	-16	-1.5
CC1(C)CC(=O)C(C=NCCN2CCN(CCc3ccccc3)CC2)=C(O)C1
    -10	-6	5	-0.2	0.4	0.9	1	20	1.2
COC(=O)c1c(NC(=S)Nc2ccc(F)cc2[N+](=O)[O-])sc2c1CCCCC2
    -6	-7	9	0.9	0.5	0.8	-1	5	1.0
Cc1ccc2nc(Nc3ccc4[nH]c(=O)[nH]c4c3)c(-n3nc(C)cc3C)nc2c1
    -60	8	-1	-0.5	0.1	-0.2	-1	86*	3.1
COc1ccc(C(C(=O)NC2CCCCC2)N(C(=O)c2ccco2)c2ccc(-n3cnnn3)c(C)c2)cc1 (configuration not stated)
    nt	5	1	1.2	0.5	1.3	-1	nt	1.4
CCC(Sc1nc(-c2ccccc2)c(C#N)c(=O)[nH]1)C(=O)Nc1cc(C)on1 (configuration not stated)
    -22	-26	5	-0.4	0.5	0.9	2	76*	-1.9
O=C(CSc1nncs1)Nc1ccc(S(=O)(=O)N2CCCC2)cc1
    -9	-20	7	0.0	0.4	0.2	-1	-14	0.7
O=C(CN1CCN(C(=O)c2ccco2)CC1)Nc1cc(Cl)ccc1Cl
    -19	-6	-1	0.0	1.3	-0.1	2	-5	0.1
O=C(NCCCCNC(=O)c1cccs1)c1cccs1
    11	-10	2	-0.8	0.8	1.5	2	5	1.3
O=C(c1ccccc1)c1ccc(N2CCOCC2)c(F)c1
    16	-2	6	-0.6	1.5	1.7	1	-24	1.9
c1ccc(-c2nnc(-c3ccccn3)c(-c3ccccn3)n2)nc1
    -7	6	1	-0.9	0.7	-1.4	-1	-13	0.0
Cc1occc1C(=O)NC(C)C1CCCO1 (configuration not stated)
    13	21	1	-0.2	0.1	-0.7	-5	4	-0.2
Cc1oc2cc(OCC(=O)O)ccc2c(=O)c1Oc1ccccc1
    -19	-12	-3	0.1	0.7	-0.2	-3	23	-0.8
Cc1[nH]c2ccccc2c1Cc1nnc(SCC(N)=O)o1
    -6	1	0	2.6	0.5	0.1	-4	11	-1.3
COc1ccc(N2CCN(CCCNC(=O)Nc3ccccc3)CC2)cc1
    16	-14	0	0.3	0.8	0.1	0	30	1.2
CCOC(=O)Nc1ccc(C(N)=O)cc1
    13	-4	3	1.7	-0.3	-0.9	-1	4	1.2
CCCC(=O)Nc1ccc(NC(=O)c2ccccc2)nc1
    -12	-3	-7	1.3	0.9	3.8	-4	-34&-8	-1.0
O=C(CSC1=NS(=O)(=O)c2ccccc21)Nc1ccccc1
    -2	-8	9	1.5	0.6	0.7	0	-20	1.1
O=C1CC(N2CCN(c3cccc(C(F)(F)F)c3)CC2)C(=O)N1c1ccccc1F (configuration not stated)
    -8	2	1	1.0	2.2	0.4	1	-21	-0.5
CS(=O)(=O)c1cnc2c(-c3ccsc3)cnn2c1N
    -9	-13	5	0.8	0.6	0.7	-1	-5	-0.1
N#CCC(=O)Nc1ccc(C(=O)NCc2cccc(Cl)c2)cc1
    -58	10	-9	0.4	-0.5	3.3	1	-36	0.9
Cc1ccc(C(=O)N(CCCN(C)C)c2nc3ccc(Cl)cc3s2)cc1C
    1	0	2	0.9	0.7	0.0	-3	-47	-1.2
O=C(O)Cc1sc(-c2ccccc2)nc1-c1ccccc1
    -15	7	7	0.5	0.9	0.1	0	5	-0.6
NS(=O)(=O)c1ccc(CCNC(=O)CSc2ccccc2)cc1
    -11	-19	0	-0.3	0.8	-0.5	-3	-5	0.1
Cc1c(C#N)c2ccccc2n1CC(=O)N1CCCc2ccccc21
    -5	-2	2	-2.2	0.2	-1.4	-1	-41	2.4
Cc1nnc(SCc2ccccc2Cl)n1CC1CCCO1 (configuration not stated)
    0	10	4	1.2	-0.1	1.2	2	12	-0.1
Cc1cc(C)c2nc3s/c(=C/c4ccc5c(c4)n(C)c(=O)n5C)c(=O)n3c2c1
    7	-19	4	0.7	0.8	-0.3	2	4	1.9
Cc1cccc(OCC(=O)NCc2cc(C)nc3ccccc23)c1
    -8	3	-4	0.8	1.0	3.6	-2	-107	0.7
COc1ccc(C(=O)NC(Nc2ccccc2)C(Cl)(Cl)Cl)cc1 (configuration not stated)
    -2	8	12	-0.6	-0.4	1.9	16	-48	-3.1
CCOc1ccc(C(=O)NC(=S)NCc2cccnc2)cc1[N+](=O)[O-]
    7	-10	-2	-1.0	0.6	2.4	-3	-37	0.8
Cc1c(N=Cc2c(O)n(C)c(=O)c3ccccc23)c(=O)n(-c2ccccc2)n1C
    -80	-13	5	0.5	1.3	2.1	-3	-5	1.1
O=C1c2[nH]nc(-c3ccccc3O)c2C(c2cccc(O)c2)N1Cc1ccco1 (configuration not stated)
    25	-23	3	0.0	-0.4	-0.4	6	28	1.0
COc1ccc(Nc2nc(N)nc(SCc3nnc(C)s3)n2)cc1
    -43	-11	1	0.4	0.0	-1.0	1	-6	-0.4
CCOC(=O)c1c(NC(=O)CSc2nnc(CN3CCOCC3)n2C)sc2c1CCCC2
    -23	-20	3	-0.5	0.0	0.7	-4	19	-1.9
O=C(Nc1cc(S(=O)(=O)N2CCOCC2)ccc1N1CCOCC1)c1cn2ccccc2n1
    -1	-4	2	1.1	0.9	0.8	1	-1	0.3
COC(=O)c1scc(S(C)(=O)=O)c1-n1cccc1
    -18	-13	1	2.5	0.3	0.5	-2	22	0.9
Cc1ccc(C)c(SCc2noc(C(=O)NC(C)C)c2C(=O)O)c1
    -5	4	5	1.3	-0.2	-0.7	4	15	-0.1
CCC1(C)N=c2c(c(=O)n(C)c(=O)n2C)=NO1 (configuration not stated)
    0	4	1	0.1	0.9	-0.1	-1	8&-1	-2.8
CCOC(=O)c1sc(NC(=O)C(C)Sc2nc(N)cc(=O)[nH]2)nc1C (configuration not stated)
    -15	-20	8	0.4	0.7	1.3	-2	-4	1.2
CN(C)N=Nc1nc2c(c(=O)n(C)c(=O)n2C)n1C
    23	-2	-6	1.1	0.7	0.1	0	-35	-0.5
NC(=S)NNC(=O)c1cccc(Cl)c1
    -4	-1	-1	1.3	0.7	0.5	0	-9	-0.2
COC(=O)c1c(C(=O)OC)c2n(c1C)Cc1ccccc1C2
    4	-10	5	-0.9	0.1	0.0	-1	-9	-0.4
Cc1nnc(C)c2c(C)n(-c3cccc4cccnc34)c(C)c12
    -426	-14	4	0.5	0.5	-0.4	-3	8&-3	-0.4
Cc1ccnc(SCC(=O)c2cc3ccccc3o2)n1
    24	-4	-3	0.8	0.0	0.9	-5	-31	1.8
O=C(NCc1cccnc1)C1CCN(c2ccc(S(=O)(=O)N3CCOCC3)cc2Cl)CC1
    30	16	5	-0.2	1.7	1.0	-1	16&10	0.2
